High-throughput results: PubChem, Sanford-Burnham Center for Chemical Genomics
H9c2 TAG inh: inhibitors of triacylglycerol accumulation, primary screen, cell-based, uHTS, fluorescence, H9c2; hit rate 0.66% among 230,000; AID 651582, 2012; H9c2 cells, Nile Red lipid (TAG) fluorescence; cells loaded with 200 µM oleic acid; inhibition, % at 12.5 µM;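 active means pattern-corrected inhibition of lipid staining of at least 50% with the nuclear-stain viability signal not falling by more than 50%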;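 further: 0% = DMSO wells and 100% = triacsin C control wells; some results filed as inactive read as strong as hits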
H9c2 TAG inh DAPI viability: recorded beside H9c2 TAG inh, whose call it bears; DAPI nuclei signal change (viability), lower = more cytotoxic, %;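 whole-well DAPI fluorescence read on a plate reader as a viability signal; minus 50 percent equals half of cells still viable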
The depositor's hits bear a star. Some of the compounds tested, so the mix of outcomes need not match the whole.

SMILES	H9c2 TAG inh	H9c2 TAG inh DAPI viability
CCOC(=O)N1CCN(C(=O)CN(c2cccc(OC)c2)S(C)(=O)=O)CC1	13	15
COC(=O)C1=C(C)N(C)C(C)=C(C(=O)OC)C1c1ccc(F)c(Br)c1	-1	-3
CCOC(=O)C(CC)Sc1ncnc2nc[nH]c12 (stereo not drawn)	-11	4
Cc1c(C(=O)N(Cc2nnc(-c3ccccc3Cl)o2)C2CC2)oc2ccccc12	-22	-2
CC(=O)N1CCC(=O)N(C(C)C)c2ccccc21	8	12
COc1ccc(C(=O)CSc2nnc(CN3CCCCC3)n2-c2ccc(F)cc2)cc1	0	18
CNS(=O)(=O)c1cccc(C(=O)NCC2(N3CCOCC3)CCCCC2)c1	1	-4
COc1ccc(NC(=S)NCc2ccco2)cc1	-12	5
Cc1[nH]c(=O)c(C#N)c(C)c1Cc1ccc(Cl)cc1Cl	-9	4
CCO[C@H]1OC(C(=O)N2CCN(Cc3ccccc3)CC2)=C[C@@H](C)[C@@H]1CCCO	-3	-1
COc1ccc(N2CCN(C(=O)CCC(=O)c3cc(C)sc3C)CC2)cc1	-15	7
CCOc1ccc(NC(=O)CSc2cn[nH]n2)cc1	11	-5
O=C(O)CCSCc1ccccc1F	17	-17
O=C(NCCN1CCOCC1)c1ccc2c(c1)N(Cc1cccc(Cl)c1)C(=O)c1ccccc1S2(=O)=O	-13	15
CCCCNC(=O)C1CC(c2ccc(C(F)(F)F)cc2)=NO1 (stereo not drawn)	5	-1
O=C(O)CCSc1nnc(COc2ccc([N+](=O)[O-])cc2)n1-c1ccccc1	10	-10
COc1ccccc1NC(=O)Cn1nc(-c2ccncc2)nc1SCC(=O)NC1CCCC1	1	-3
Cc1ccc(C)c(S(=O)(=O)N2CCN(C(=O)[C@@H](NC(=O)c3ccc(F)cc3)C(C)C)CC2)c1	6	-7
CN(C)c1ccc(C(=O)NNC(=O)C23CC4CC(CC(C4)C2)C3)cc1	-5	-6
CCCCNC(=O)COC(=O)C1CCN(S(=O)(=O)c2ccc3c(c2)OCCO3)CC1	-1	6
CC(C)c1cc(C(=O)NCc2ccco2)no1	0	-6
CC(=O)c1ccc(N2CCN(S(=O)(=O)c3c(C)[nH]c(=O)[nH]c3=O)CC2)cc1	3	-3
O=C(Nc1cnc2ccccn2c1=O)c1ccc(F)cc1	-1	-3
Cc1ccccc1-c1nc(CS(=O)(=O)CC(=O)N(C)C2CCCCC2)c(C)o1	-23	-3
Cn1nccc1C(=O)N1CCCC(N2CCN(Cc3ccc4c(c3)OCO4)CC2)C1 (stereo not drawn)	7	-3
O=C(c1ccc2c(=O)n3c(nc2c1)CCC3)N1CCCSC1=Nc1ccccc1	8	2
O=C(CCc1nnc(-c2ccccc2)o1)NCc1cc(F)ccc1F	-11	-9
CCOCCC(=O)Nc1ccc2c(c1)c(=O)n(C)n2CC=C(C)C	36	-19
COc1ccc(-c2sc3ccc(N4CCOCC4)cc3c2C#Cc2ccsc2)cc1	17	93
Cc1cc(C)cc(NC(=O)N2CCCC2C(=O)NCc2ccco2)c1 (stereo not drawn)	7	-9
CN1C(=O)N(C)C2(c3ccccc3)NC(=O)NC12c1ccccc1 (stereo not drawn)	-13	3
COc1ccc(N2CCN(c3nc(Nc4ccc(C)c(F)c4)nc(N4CCCC4)n3)CC2)cc1	26	2
Cn1cc([N+](=O)[O-])c(C(=O)Nc2nc(-c3ccc(Cl)cc3)cs2)n1	138	-82
O=S(=O)(c1ccccc1)N(CC1CO1)c1ccccc1 (stereo not drawn)	-6	6
CN1CCN(C(=O)c2cc3c(ccc4ccccc43)oc2=O)CC1	25	73
NC1=C(c2ccc([N+](=O)[O-])cc2)C(=O)CO1	-1	-4
N#Cc1c(N)nc2c(c1-c1ccc3c(c1)OCO3)CCc1ccccc1-2	8	40
CC(=O)c1ccc(NC(=O)CSc2ccc3nnc(-c4cccnc4)n3n2)cc1	14	-4
CC(C)(C)c1ccc(C(=O)Nc2ccc(Oc3cccnc3)nc2)cc1	-10	-4
CCOc1ccc2c(c1)sc1nc(C(=O)OC)cc(=O)n12	10	-17
COc1ccc(NC(=O)COc2cccc3c2OC(C)(C)C3)c(OC)c1	12	-2
COc1ccccc1NC(=O)COC(=O)Cc1c[nH]c2ccccc12	-5	-10
O=C(Nc1ccccc1N1CCCCC1)c1ccc(F)cc1	-17	-7
COc1ccc(CN2C(=O)C(CC(=O)NCC3CCCCC3)CC(C(=O)N(C(C)C)C(C)C)=C2C)cc1 (stereo not drawn)	8	-8
Cc1oc(C(C)(C)C)cc1C(=O)Nc1ccc(N2CCOCC2)cc1	25	2
O=[N+]([O-])c1ccccc1S(=O)(=O)N1CCCC(C(F)(F)F)C1 (stereo not drawn)	10	-6
O[C@@H]1[C@@H](O)C=C2CCN3Cc4cc5c(cc4[C@H]1C23)OCO5 (stereo partly drawn)	74	-55
COCCn1c(SCC#N)nnc1-c1ccc([N+](=O)[O-])cc1	-2	-3
CCOc1ccc(-c2nc(CCl)cs2)cc1	1	5
CC(=O)c1ccc(Oc2cc(C(F)(F)F)cnc2C(N)=O)cc1	13	-10
COc1ccc(CC(=O)NNC(=O)c2cc(C)[nH]n2)cc1	-7	-1
CCOC(=O)N1CCN(C(=O)COc2cccc3c2CCN(Cc2ccc(F)cc2)C3=O)CC1	-16	-1
COc1ccc2c(c1)CC[C@@H]1[C@@H]2CC[C@]2(C)C(=O)CC[C@@H]12	-14	1
Cc1ccc(N2CC(NS(=O)(=O)c3cccnc3)CC2=O)cc1C (stereo not drawn)	6	-10
N/C(=N\O)c1ccccc1-n1cccc1	-2	9
C[C@@H]1CN([C@@H](C)CO)C(=O)Cc2cc(NC(=O)Nc3ccc(C(F)(F)F)cc3)ccc2O[C@@H]1CN(C)S(=O)(=O)c1ccc(Cl)cc1	40	-13
COc1ccc(C(C)(O)c2nc(-c3ccccc3)cs2)cc1 (stereo not drawn)	11	4
CCN(C[C@H]1N[C@@](C)(C(=O)OC)[C@H]2C(=O)N(C)C(=O)[C@@H]12)S(=O)(=O)c1ccc(F)cc1	5	-7
CN1CCN(c2ccc(S(=O)(=O)N3CCCCC3)cn2)CC1	-4	13
COc1ccc(CN2CC(=O)N3[C@H]4c5cc(C)ccc5OC[C@@H]4[C@H](c4ccccc4)[C@]3(C)C2=O)cc1	-24	-12

Complete entries as entered above:
COc1ccc(CN2CC(=O)N3[C@H]4c5cc(C)ccc5OC[C@@H]4[C@H](c4ccccc4)[C@]3(C)C2=O)cc1 as listed: H9c2 TAG inh = -24; H9c2 TAG inh DAPI viability = -12
CN1CCN(c2ccc(S(=O)(=O)N3CCCCC3)cn2)CC1 as listed: H9c2 TAG inh = -4; H9c2 TAG inh DAPI viability = 13

Sorted by molecular weight (lowest first): part of the list above
SMILES	H9c2 TAG inh	H9c2 TAG inh DAPI viability
N/C(=N\O)c1ccccc1-n1cccc1	-2	9
COc1ccc(NC(=O)COc2cccc3c2OC(C)(C)C3)c(OC)c1	12	-2
CCOC(=O)N1CCN(C(=O)COc2cccc3c2CCN(Cc2ccc(F)cc2)C3=O)CC1	-16	-1

(listing goes on)
SMILES	H9c2 TAG inh	H9c2 TAG inh DAPI viability
COc1cccc(C(CC(=O)NCCN2CCOCC2)NS(=O)(=O)c2ccc(C)cc2)c1OC (stereo not drawn)	3	5
CC(C)NC(=O)NC(=O)COC(=O)c1ccccc1Oc1ccccc1	-14	-7
O=C(CCc1nc2ccccc2c(=O)[nH]1)N1CCN(S(=O)(=O)c2cccc([N+](=O)[O-])c2)CC1	-4	0
CCCn1nc(NS(C)(=O)=O)c2cc3cccc(C)c3nc21	30	1
COCCn1c(-c2ccsc2)nc2c1c(=O)[nH]c(=O)n2CC(C)C	-5	-3
O=C(NC1CCN(Cc2ccccc2)CC1)c1ccc(Cn2c(=S)[nH]c3ccc(N4CCOCC4)cc3c2=O)cc1	33	22
CC(=O)c1nnn(-c2ccc(Cl)cc2C#N)c1C	3	2
O=C(C1CC(c2ccc(F)cc2)=NO1)N1CCCc2ccccc21 (stereo not drawn)	-22	19
CC(C)CC(NC(=O)C1CCC(C)CC1)C(=O)NCc1ccco1 (stereo not drawn)	16	-3
CC(C)N1CCN(C(=O)c2cccc(Cl)c2)CC1	-4	6
CCCCn1c(N)c(N(CC(C)C)C(=O)c2ccc(OCc3c(C)noc3C)cc2)c(=O)[nH]c1=O	-5	-4
COc1ccc(OCC(=O)N2CCCC2=O)c([N+](=O)[O-])c1	-1	5
CNC(=S)N(Cc1ccco1)Cc1cc2cc3c(cc2[nH]c1=O)OCCO3	8	11
CC1Cc2ccccc2N1C(=O)COC(=O)/C=C/c1cccc(F)c1 (stereo not drawn)	-10	1
CCc1nc2ccc(C(=O)N3CCN(S(=O)(=O)CC)CC3)cn2c1N(C=O)Cc1ccc(OC)cc1	4	13
CCc1ccc(-n2c(SCC(=O)N3Cc4ccccc4CC3C(=O)O)nnc2-c2ccncc2)cc1 (stereo not drawn)	4	0
CCOc1ccccc1OCCCOc1ccc(C)cc1Br	-10	-2
O=C1C=C(c2ccccc2)C[C@@H](c2ccc(Cl)cc2)C1	-10	-4
CC1(C#CC[N+]2(C)CCCCC2)CCC2C(O1)c1ccccc1OC2(C)C (stereo not drawn)	8	4
NNC(=O)C(=O)Nc1ccc(O)cc1	-14	11

Two entries from above, set out differently.
Every second line gives: H9c2 TAG inh | H9c2 TAG inh DAPI viability
- CCc1nc2ccc(C(=O)N3CCN(S(=O)(=O)CC)CC3)cn2c1N(C=O)Cc1ccc(OC)cc1
  4 | 13
- CCc1ccc(-n2c(SCC(=O)N3Cc4ccccc4CC3C(=O)O)nnc2-c2ccncc2)cc1 (stereo not drawn)
  4 | 0

Next section:
SMILES	H9c2 TAG inh	H9c2 TAG inh DAPI viability
O=C(CCCN1C(=O)c2ccccc2C1=O)NC1CCCCCC1	7	-13
COc1cc(/C=C/C(=O)OC(C)C(=O)Nc2c(C)n(C)n(-c3ccccc3)c2=O)ccc1O (stereo not drawn)	14	-2
Cc1ccc(/C(O)=C/c2nc3cc(C)ccc3oc2=O)cc1	-7	7
CC(=O)Nc1ccc(N/C=C2/CCCC2=O)cc1	7	-4
Cn1c(=O)cc(OCC(=O)NCCCN2CCN(c3cccc(Cl)c3)CC2)c2ccccc21	9	1
COc1ccc(-c2csc(NC(=S)NC(=O)c3cccs3)n2)cc1OC	28	2
COc1ccc(Sc2nc(-c3ccccc3)ncc2OC)cc1	-12	9
O=c1cc(-c2ccncc2)oc2ccccc12	-3	3
CC(=O)c1ccc(N2CCN(C(=O)CCC(=O)c3cccs3)CC2)cc1	-6	10
Cc1ccc(/C=C/C(=O)OC(C)C(=O)Nc2ncc(Cl)cc2Cl)o1 (stereo not drawn)	15	9
COc1ccc(-n2c(SCC(=O)NCc3cccs3)nnc2-c2ccoc2C)cc1	5	4
CCn1nc(CC(=O)Nc2nnc(CC(=O)N3CCCC3)s2)c2ccccc2c1=O	16	-3
CN1CCN(c2ccc(-c3cc(NC=O)c4ncc(-c5ccccc5)n4c3)cc2)CC1	40	-11
O=C(O)CN1CCc2ccccc2C1	24	-10
CCC(=O)N1CC(C)C(=O)Nc2ccccc21 (stereo not drawn)	-2	6
CCCOC(=O)c1cccc(NC(=O)c2cccnc2)c1	9	7
N#Cc1ccc(C(S(=O)(=O)Cc2ccccc2)S(=O)(=O)Cc2ccccc2)cc1	-19	7
O=C(NCC(c1ccco1)N1CCN(c2ccccc2)CC1)C(=O)NC1CC1 (stereo not drawn)	15	-8
O=C(N/N=C/C(Cl)=C/c1ccccc1)c1ccco1	12	-3
CCOc1cc(/C=N/N2CCN(Cc3ccccc3)CC2)ccc1O	-7	-3
CC(Sc1ccccc1)C(=O)NNC(=O)c1csc(N2CCOCC2)n1 (stereo not drawn)	-1	6
CCCOc1ccc(F)cc1-c1cc(C(=O)NCc2cc(OC)cc(OC)c2)[nH]n1	54*	-3.7*
O=C(NCC(=O)N(CC1CCCO1)C(C(=O)NC1CCCCC1)c1ccc(F)cc1)c1ccco1 (stereo not drawn)	-20	3
O=C(CNS(=O)(=O)N1CCOCC1)N/N=C/c1cccnc1	7	-10
CC1(C)CC(=O)C=C(c2n[nH]nc2C2CCCCC2)C1	4	-5
Cc1ccc(NC(=S)C2=C(O)c3ccccc3N(C)S2(=O)=O)cc1	-11	-6
CC(NC(=O)COC(=O)Cc1cccs1)c1ccc(F)cc1 (stereo not drawn)	1	-1
Cc1ccc(S(=O)(=O)Cc2csc(N)n2)cc1	1	15
COc1ccccc1CNC(=O)CCCn1c(=O)c2ccccc2n(CC(=O)NC2CCCC2)c1=O	9	-6
Cc1cc(OC(C)C(=O)N(Cc2ccco2)C2CCS(=O)(=O)C2)cc(C)c1Cl (stereo not drawn)	-8	-2
Cn1cc(C(=O)c2ccc(Cl)cc2Cl)cc1C(=O)O	-2	2
CC(C)[C@H](NC(=O)c1ccco1)C(=O)OCC(=O)c1ccc(Br)s1	-8	7
CCN(CC)C(=O)Cn1cnc2sc(C(=O)N3CCN(c4ccc(F)cc4)CC3)c(C)c2c1=O	-4	0
CN(NS(=O)(=O)c1ccccc1)C(=O)c1ccccc1	2	2
Cc1noc(NS(=O)(=O)c2ccc(NC(=O)c3ccc(F)cc3)cc2)c1C	10	-4
CCOC(=O)c1[nH]c2c(c1C)C(=O)CC(c1ccc(F)cc1)C2 (stereo not drawn)	33	-36
Cc1cccc(C)c1NC(=S)NCCCN1CCCC1=O	-8	13
CCC(=O)[C@@]1(C)[C@H](C)C[C@H]2[C@@H]3CCC4=CC(=O)C=C[C@]4(C)[C@H]3[C@@H](O)C[C@@]21C	25	21
S=c1[nH]ncn1/N=C/c1ccccn1	-4	14
Cc1ccc(C2C(C#N)=C(N)Oc3n[nH]c(-c4ccccc4)c32)o1 (stereo not drawn)	-15	1
COc1ccc(C(=O)NCCCCCC(=O)O)cc1OC	8	-7

By substructure, those above with bromine (3)
SMILES	H9c2 TAG inh	H9c2 TAG inh DAPI viability
COC(=O)C1=C(C)N(C)C(C)=C(C(=O)OC)C1c1ccc(F)c(Br)c1	-1	-3
CCOc1ccccc1OCCCOc1ccc(C)cc1Br	-10	-2
CC(C)[C@H](NC(=O)c1ccco1)C(=O)OCC(=O)c1ccc(Br)s1	-8	7
